aSyn UTR inh – 5' untranslated region of α-synuclein, MLPCN primary screen. alpha-synuclein 5'UTR reporter, inhibitor activity. 300,000 tested, 0.82% active. AID 1813. inhibition, % (tested at 7.5 µM); in the data active = inhibition above about 60%; inconclusive = no clear call, values can overlap the other calls;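 also: H4 neuroglioblastoma cells stably carrying SNCA 5'UTR luciferase fusion; 0% = DMSO wells and 100% = positive control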
TRPC6 act – activators of mouse TRPC6 channel; Q61143; HEK293-TRPC6 membrane potential dye fluorescence; active compounds read high; B-score at 10 µM; 310,000 tested, 0.13% active;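 active = B-score of the integrated fluorescence ratio above library mean plus 3 SD, and starting fluorescence ratio within library mean plus 5 SD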;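 also: higher score means more depolarization so channel activation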
TRPC4 block – blocks the mouse TRPC4 cation channel; HEK293 TRPC4beta/mu-opioid, DAMGO-evoked Fluo4 calcium flux; active compounds read low; B-score at 10 µM; 300,000 tested, 0.39% active;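 active = B-score over 3 SD under the library average, no early fluorescence shift, positive overall ratio signal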
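test system = HEK293 cells with stable TRPC4beta plus mu-opioid receptor expression | detection = Fluo4 Ca2+ flux fluorescence | read-out = integrated fluorescence ratio relative to baseline, converted to per-well B score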
KLF5 inhibitor – suppresses KLF5 promoter-driven expression; inhibition, % at 5 µM; 290,000 tested, 0.23% active; DLD-1 KLF5 promoter-luciferase reporter, luminescence; AID 1700;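 active = inhibition above a per-plate limit of that plate's mean compound inhibition plus 3 SD, cut at about 60% in these data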;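 also: 0% = DMSO wells and 100% = LY294002 at 200 µM; higher means less KLF5 promoter-driven luciferase light; inactives centre near -14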
IEC-6 tox – IEC-6 cytotoxicity, counter-screen for KLF5 inhibitors; luminescence viability; inhibition, % at 5 µM; 290,000 tested, 0.78% active; in the data active = inhibition above about 22%;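 also: 0% = plate median of test compound wells and 100% = cytotoxic reference compound wells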
SKKanGAS inh – SKKanGAS growth inhibition; 300,000 tested, 1.3% active; S. pyogenes SKKanGAS, kanamycin growth, BacTiter-Glo, 6 h; inhibition, % at 7.5 µM;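 active = mean replicate score, as percent of positive control median, at least 50; inconclusive = mean below 50 but one replicate at or above 50; inactive = mean and every replicate below 50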;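 also: strain carries kanamycin resistance gene driven by streptokinase promoter and grows in 40 µg/ml kanamycin; loss of luminescence reflects streptokinase promoter inhibition or plain growth inhibition; 0% = median of DMSO wells and 100% = positive control at its reference dose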
TRPC4 act – opens the mouse TRPC4 cation channel; 310,000 tested, 0.49% active; AID 2237; HEK293 TRPC4beta/mu-opioid, Fluo4 calcium fluorescence; active compounds read high; B-score at 10 µM;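 active = B-score above 5 SD of library B-scores, and initial fluorescence ratio not above library mean plus 5 SD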;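 also: positive B-score marks a calcium rise read as TRPC4 activation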
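System: HEK293 cells stably co-expressing mouse TRPC4beta and mu-opioid receptor; Schedule: Fluo4 dye loading 45 min at room temperature, 110 s recording; Detection: Fluo4 fluorescence, kinetic; Evaluation: B-scored integrated calcium fluorescence ratio; Controls: buffer (low) and maximal DAMGO (high).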
HIF activator – HIF pathway transcriptional activation; U2OS HRE-luciferase reporter, luminescence; normalized: DMSO 0%, desferrioxamine 100%; activation, % at 7.5 µM (by protocol); 300,000 tested, 0.32% active; AID 1910;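 active = mean activation of at least 10% of the iron chelator positive control signal, with at least half of replicates also reaching 10%; inconclusive = mean and replicate majority disagree about reaching 10%; inactive = mean and most replicates under 10%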
TRPC6 inhibitor – inhibitors of mouse TRPC6 channel. AID 2553. 310,000 tested, 1.1% active. Q61143. HEK293-TRPC6, membrane potential dye, ACh-evoked depolarization; active compounds read low. B-score at 10 µM;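 active = B-score under library mean minus 3 SD, initial fluorescence not abnormally high, positive integrated signal ratio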;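 also: B-score derived from integrated fluorescence ratio over the kinetic read; more negative B-score means stronger inhibition of depolarization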
MrgX1 antag – human MrgX1 receptor antagonism, primary screen; Q96LB2; MRGX1-HEK293 calcium flux, Fluo-4, BAM8-22 antagonism; active compounds read low; B-score at 10 µM; 310,000 tested, 1.3% active;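 active = calcium-response B-score plate-corrected more than 3 library SD below zero, starting fluorescence within 5 deviations, no agonist response on first addition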;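 also: peak minus trough fluorescence over baseline after final BAM8-22 challenge near maximal dose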
Target sequence (Q96LB2 whole entry, looked up): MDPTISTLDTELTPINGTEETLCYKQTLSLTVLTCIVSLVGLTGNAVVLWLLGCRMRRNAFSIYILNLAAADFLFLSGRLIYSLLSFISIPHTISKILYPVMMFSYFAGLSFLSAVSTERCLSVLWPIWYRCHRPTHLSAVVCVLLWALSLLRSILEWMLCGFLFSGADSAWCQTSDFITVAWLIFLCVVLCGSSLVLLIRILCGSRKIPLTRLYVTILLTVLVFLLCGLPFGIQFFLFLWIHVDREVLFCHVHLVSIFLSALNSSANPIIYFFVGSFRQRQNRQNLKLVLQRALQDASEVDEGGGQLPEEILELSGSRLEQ
TRPC4 potent – allosterically enhances the mouse TRPC4 cation channel | 310,000 tested, 0.42% active | B-score at 10 µM | AID 2227 | Q9QUQ5 | HEK293 TRPC4beta/mu-opioid, DAMGO EC20, Fluo-4 Ca2+ flux; active compounds read high;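 active = B-score of calcium response area above 5 SD of library B-scores, with initial fluorescence ratio within 5 SD of library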;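 also: B-score of integrated fluorescence ratio over time as area under calcium response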
* = called active by the depositor; i = inactive; ? = inconclusive; nt = not tested or not shown.

The opening 6 entries, ahead of the listing:
SMILES	aSyn UTR inh	TRPC6 act	TRPC4 block	KLF5 inhibitor	IEC-6 tox	SKKanGAS inh	TRPC4 act	HIF activator	TRPC6 inhibitor	MrgX1 antag	TRPC4 potent
Cc1ccc(OC(=O)c2ccccc2P(=O)(O)O)cc1	41	i	i	7	-2	3	i	-0.5	i	i	i
O=C1CC(c2ccccc2)Cc2nc3nc(C(F)(F)F)nn3cc21 (stereo not drawn)	-6	i	i	-52	5	0	i	-0.2	i	i	i
O=C1OCc2cc(NC(=O)C34CC5CC(CC(C5)C3)C4)ccc21	-37	i	i	-8	-5	17	i	828*	i	i	i
Cn1c(=O)n(C)c2cc(NC(=O)CCc3ccccc3)c(Br)cc21	6	i	i	-25	5	2	i	-0.4	i	i	i
COc1ccc(Cl)cc1NC(=O)CSc1nc2ccsc2c(=O)n1CC1CCC(C(=O)O)CC1 (stereo not drawn)	11	i	i	7	4	40	i	-1.2	i	i	i
CC(C)(C)c1cc(OS(C)(=O)=O)ccc1O	8	i	i	-10	2	0	i	-0.2	i	i	i

All compounds of this part (from the top)
SMILES	aSyn UTR inh	TRPC6 act	TRPC4 block	KLF5 inhibitor	IEC-6 tox	SKKanGAS inh	TRPC4 act	HIF activator	TRPC6 inhibitor	MrgX1 antag	TRPC4 potent
Cc1ccc(OC(=O)c2ccccc2P(=O)(O)O)cc1	41	i	i	7	-2	3	i	-0.5	i	i	i
O=C1CC(c2ccccc2)Cc2nc3nc(C(F)(F)F)nn3cc21 (stereo not drawn)	-6	i	i	-52	5	0	i	-0.2	i	i	i
O=C1OCc2cc(NC(=O)C34CC5CC(CC(C5)C3)C4)ccc21	-37	i	i	-8	-5	17	i	828*	i	i	i
Cn1c(=O)n(C)c2cc(NC(=O)CCc3ccccc3)c(Br)cc21	6	i	i	-25	5	2	i	-0.4	i	i	i
COc1ccc(Cl)cc1NC(=O)CSc1nc2ccsc2c(=O)n1CC1CCC(C(=O)O)CC1 (stereo not drawn)	11	i	i	7	4	40	i	-1.2	i	i	i
CC(C)(C)c1cc(OS(C)(=O)=O)ccc1O	8	i	i	-10	2	0	i	-0.2	i	i	i
CCOC(=O)C1(C)C=C(Nc2cccc(OC)c2)C(=O)N1c1ccccc1 (stereo not drawn)	-79	i	i	1	-2	4	i	1.6	i	i	i
O=C(COC(=O)c1cccnc1Cl)Nc1ccc2c(c1)OCCO2	23	i	i	-8	-3	-2	i	0.0	i	i	i
O=C(CC(C(=O)O)C1CCCO1)NCc1ccccc1 (stereo not drawn)	-8	i	i	13	-2	3	i	-1.1	i	i	i
Cc1cc(-c2nnc3n2N=C(c2ccc(F)cc2)CS3)n[nH]1	-77	i	i	-15	2	-8	i	0.4	i	i	i
O=C(NCc1ccccc1C(F)(F)F)C1CCC(=O)N(C2CC2)C1 (stereo not drawn)	-36	i	i	2	2	0	i	-0.9	i	i	i
CC1CC(C)CN(C(=O)COC(=O)CCCN2C(=O)c3cccc4cccc(c34)C2=O)C1 (stereo not drawn)	-10	i	i	-20	-5	12	i	-0.1	i	i	i
CC1CCN(C(=O)c2ccc(CSc3ccc(Cl)cc3)cc2)CC1	-9	i	i	-18	-1	10	i	-0.3	i	i	i
O=C(NCC(c1ccc(F)cc1)N1CCOCC1)c1cccc(Br)c1 (stereo not drawn)	-16	i	i	3	1	-2	i	0.3	i	i	i
O=C(c1cccc(-c2nnc(-c3ccccc3)o2)c1)N1CCCCC1	-76	i	i	-79	5	-2	i	-6.2	i	i	i
O=C(c1ccc(C(F)(F)F)cc1)N1CCN(c2ccc(N3CCOCC3)nn2)CC1	-12	i	i	nt	nt	0	i	-0.3	i	i	i
Cc1ccc(S(=O)(=O)N(C)C)cc1NC(=O)COC(=O)/C(=C/c1ccc(F)cc1)c1cccs1	-15	i	i	-8	3	4	i	-0.6	i	i	i
COc1ccc(/C=C(\C#N)C(=O)OCC(=O)Nc2ccc(-c3nc4ccc(C)cc4s3)cc2)cc1	-70	i	i	-146	-4	-4	i	-2.5	i	i	i
COCCC(=O)N1CCc2c([nH]c3ccccc23)C1C(C)(C)C (stereo not drawn)	11	i	i	-46	6	-10	i	-0.9	i	i	i
COc1ccc(N2CCN(C(C)C(=O)N(C)Cc3ccccc3)CC2)cc1 (stereo not drawn)	-4	i	i	-3	-3	-5	i	-3.0	i	i	i
COc1ccc(C2=NN(C(=O)CSc3nnc(C)c(=O)n3N)C(c3ccco3)C2)cc1 (stereo not drawn)	-15	i	i	-13	-1	-1	i	0.1	i	i	i
COc1ccc(C(=O)NNC(=O)c2ccncc2)cc1	-10	i	i	-24	-1	-5	i	0.1	i	i	i
Cc1cc(C)c(C)c(S(=O)(=O)N2CCN(C(=O)CCc3nc4ccccc4c(=O)[nH]3)CC2)c1C	29	i	i	-31	8	5	i	-0.3	i	i	i
COc1ccc(C(=O)NCc2nnc(SCC(=O)N3CCc4ccccc43)n2CCc2ccccc2)cc1	21	i	i	-7	-4	-7	i	0.1	i	i	i
COC(=O)c1cc(OC)c(OC)cc1NC(=O)c1ccc(C)o1	25	i	i	-37	2	-15	i	-0.2	i	i	i
The results go on.
SMILES	aSyn UTR inh	TRPC6 act	TRPC4 block	KLF5 inhibitor	IEC-6 tox	SKKanGAS inh	TRPC4 act	HIF activator	TRPC6 inhibitor	MrgX1 antag	TRPC4 potent
O=C(Cn1nnc2ccccc2c1=O)NCCc1ccc(F)cc1	-1	i	i	-16	1	2	i	-0.1	i	-5*	i
CCCNC(=O)c1cccc(Br)c1	21	i	i	-6	4	0	i	-0.2	i	i	i
CCOc1ccc(/C=N/Nc2cc(=O)n(C)c(=O)n2C)cc1	3	i	i	-22	13	19	i	0.8	i	i	i
Cc1csc2nc(CNC(=O)C3CC=CCC3C(=O)O)cn12 (stereo not drawn)	-7	i	i	-27	1	-2	i	0.2	i	i	i
CN(CCNC(=O)c1ccc(CS(=O)(=O)c2c(Cl)cccc2Cl)o1)CCc1ccccc1	2	i	i	-26	-1	-7	i	-0.1	i	i	i
COc1cccc(C(=O)NCCS(=O)(=O)N2CCc3ccccc3C2)c1	19	i	i	nt	nt	-2	i	-0.3	i	i	i
COc1ccc(N2CCN(S(=O)(=O)c3cccc(C(F)(F)F)c3)CC2)cc1	27	i	i	-30	-4	6	i	0.5	i	i	i
Cc1ccc(NCc2ccccc2O)cc1	-36	i	i	-90	-4	7	i	0.9	i	i	i
CC(NC(=O)c1ccccc1Br)c1nnc(SCC(=O)NC2CCCCC2)n1C (stereo not drawn)	-15	i	i	-31	3	-7	i	-0.1	i	i	i
COc1ccc(NC(=O)NCCCCc2ccccc2)c(OC)c1	4	i	i	-30	-9	?	i	-0.1	i	i	i
Cc1c(NS(=O)(=O)c2cccc([N+](=O)[O-])c2)c(=O)n(-c2ccccc2)n1C	-12	i	i	-4	-1	7	i	0.2	i	i	i
COc1ccc2oc(C(=O)OCC(=O)NC3(C#N)CCCC3)c(C)c2c1	-15	i	i	nt	nt	53*	i	0.0	i	i	i
Cc1ccc(S(=O)(=O)NCCC(=O)OCc2ccc([N+](=O)[O-])cc2)cc1C	4	i	i	nt	nt	-4	i	0.1	i	i	i
Cc1nc(Nc2nc(-c3ccccc3)cc(=O)[nH]2)nc2ccccc12	-120	i	i	-5	-3	82*	i	1.4	i	i	i
CCCCOc1ccc(/C=C(\C#N)C(=O)NC2CC2)cc1	-34	i	i	nt	nt	5	i	0.2	i	i	i
CC(C)OC(=O)CSc1nnc(-c2ccncc2)n1N	-8	i	i	-21	-5	-8	i	0.1	i	i	i
Cc1ccc(S(=O)(=O)N(CC(=O)Nc2cccc([N+](=O)[O-])c2)C(=O)N2CCN(C)CC2)cc1	-2	i	i	nt	nt	-3	i	1.0	i	nt	i
O=c1c(-c2nnc(SCc3ccc(Cl)cc3)o2)cccn1Cc1ccccc1	32	i	i	3	-1	-1	i	-0.3	i	i	i
COc1ccc(C)cc1S(=O)(=O)N1CCCC(C(=O)NCC2CCCO2)C1 (stereo not drawn)	-10	i	i	1	-1	1	i	0.0	i	i	i
COc1ccccc1NC(=O)N1CCN(c2ncccn2)CC1	12	i	i	0	-2	-7	i	-0.3	i	i	i
COc1ccc(-c2[nH]c3ccccc3c2SCCNC(=O)c2cc3ccccc3oc2=O)cc1	-13	i	i	5	1	20	i	0.5	i	i	i
CC(=O)c1ccc(S(=O)(=O)Nc2ccc(C(=O)NCC(c3ccccc3)N(C)C)cc2)cc1 (stereo not drawn)	27	i	i	-14	-2	3	i	0.1	i	i	i
CC(C)C(OC(=O)CCCC(=O)Nc1nccs1)C(=O)NC1CCCCC1 (stereo not drawn)	12	i	i	16	-2	7	i	0.9	i	i	i
CCCCCCSc1ccc(-c2nc3ccc(C)cn3c2NCc2ccccc2)cc1	1	i	i	nt	nt	10	i	0.1	i	i	i
COc1ccc(C(=O)N2CCCCC2C(=O)Nc2ccc(-n3nc(C)cc3C)cc2)o1 (stereo not drawn)	9	i	i	-11	-5	1	i	-0.4	i	i	i
(further entries)
SMILES	aSyn UTR inh	TRPC6 act	TRPC4 block	KLF5 inhibitor	IEC-6 tox	SKKanGAS inh	TRPC4 act	HIF activator	TRPC6 inhibitor	MrgX1 antag	TRPC4 potent
COC(=O)c1sccc1NC(=O)CCC1CCCCC1	-18	i	i	-15	-4	18	i	0.0	i	i	i
O=C(NC(Nc1nc2ccc([N+](=O)[O-])cc2s1)(C(F)(F)F)C(F)(F)F)c1ccccc1	94*	i	i	68*	28*	18	i	1.3	-10*	-6.3*	i
CCOC(=O)CNc1ncc(C(F)(F)F)cc1Cl	12	i	i	4	2	-4	i	0.2	i	i	i
COc1cc(/C=C/C(=O)O)cc(S(=O)(=O)NCCCC(=O)O)c1OC	23	i	i	-26	-3	3	i	0.0	i	i	i
O=C(c1ccc(CS(=O)(=O)c2ccccc2)o1)N1CCOCC1	-12	i	i	4	-7	0	i	nt	i	i	i
COc1ccc(OC)c(C2C(C(N)=O)=C(C)Nc3nc(-c4cccc(Cl)c4)nn32)c1 (stereo not drawn)	4	i	i	-18	6	-3	i	-1.2	i	i	i
Cc1ccc(F)c(NC(=O)CCOc2ccccc2C)c1	-5	i	i	-22	-3	3	i	-0.7	i	i	i
CC(=O)Nc1ccc(S(=O)(=O)N2CCN(C(=O)c3ncoc3-c3ccccc3)CC2)cc1	14	i	i	8	4	1	i	3.4	i	nt	i
COc1cccc(NC(=S)N(Cc2ccco2)C(C)c2ccco2)c1 (stereo not drawn)	-36	i	i	-8	7	1	i	1.4	i	i	i

High-throughput results: PubChem BioAssay, several laboratories
